High-throughput results: PubChem BioAssay, several laboratories
Calb biofilm kill – kills Candida albicans biofilms | C. albicans biofilm + clotrimazole, Alamar Blue | AID 834 | 85,000 compounds, 0.14% hits | inhibition, % at 6 µM;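 active means inhibition above 20%; inactive means inhibition below 20%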;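 further: preformed 24 hr biofilms exposed to compound for 48 hr; 0% = biofilm without compound and 100% = blank killed by clotrimazole plus chlorhexidine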
ERb coact inh – ER-beta (human) coactivator binding inhibition. TR-FRET ER-beta LBD / SRC1-Cy5 peptide binding; receptor agonist-loaded with 1 µM estradiol. AID 633. 86,000 compounds, 1.3% hits. inhibition, % at 25.6 µM;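 active means compounds whose percent inhibition of the receptor-coactivator binding signal exceeds about 50% in the single-dose screen, limit read from the data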;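 further: 0% = receptor plus peptide wells without compound and 100% = peptide-only wells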
Fibroblast inh – blocks proliferation of human lung fibroblasts | 85,000 compounds, 1.1% hits | viability, % at 10 µM | LL 47 human lung fibroblast viability, ATP luminescence; stronger effect = lower value;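 active means viability at or below 50% in the single dose screen; inactive means viability above 50%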;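 further: compound exposure lasted 72 h before the ATP readout; 100% = median luminescence of untreated cell-only wells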
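test system = LL 47 human lung fibroblasts | amount = 1,150 fibroblasts seeded per well | medium = 15% FBS in IMEM | times = overnight cell rest, 72 h compound treatment at 37 °C | measured by = CellTiter-Glo luminescence measuring cellular ATP | read-out = viability percentage against median untreated-cell control | benchmarks = cell-only wells, no compound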
HUVEC inhibit – inhibitors of human endothelial cell proliferation; HUVEC proliferation, CellTiter-Glo luminescence, 72 h; stronger effect = lower value; viability, % at 10 µM (by protocol); 86,000 compounds, 1.1% hits; AID 648;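 active means viability at or below 30%; inactive means viability above 30%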;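 further: 100% = median luminescence of DMSO-only cell control wells on each plate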
H69AR growth 86K – growth inhibitors of human H69AR lung tumor cells; H69AR lung tumor viability, ATP luminescence, 72 h; stronger effect = lower value; viability, % at 10 µM; 85,000 compounds, 6% hits; AID 598;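 active means viability at or below 40%; inactive means viability above 40%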;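 further: multidrug resistant small cell line overexpressing MRP-1 efflux transporter; 100% = mean luminescence of untreated control wells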
ERa SRC1 pot – enhances coactivator binding to human estrogen receptor alpha; P03372; TR-FRET ERalpha-LBD/SRC-Cy5 coactivator binding, 2 h; 100 = basal binding, no effect; coactivator binding (% of control), % at 25.6 µM; 86,000 compounds, 1.3% hits; in the data active means activity above about 200%;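 further: binding measured in presence of low estradiol as agonist stimulus; 0% = peptide alone without receptor and 100% = receptor with peptide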
Target sequence (P03372 whole entry, looked up, the tested form may be a part): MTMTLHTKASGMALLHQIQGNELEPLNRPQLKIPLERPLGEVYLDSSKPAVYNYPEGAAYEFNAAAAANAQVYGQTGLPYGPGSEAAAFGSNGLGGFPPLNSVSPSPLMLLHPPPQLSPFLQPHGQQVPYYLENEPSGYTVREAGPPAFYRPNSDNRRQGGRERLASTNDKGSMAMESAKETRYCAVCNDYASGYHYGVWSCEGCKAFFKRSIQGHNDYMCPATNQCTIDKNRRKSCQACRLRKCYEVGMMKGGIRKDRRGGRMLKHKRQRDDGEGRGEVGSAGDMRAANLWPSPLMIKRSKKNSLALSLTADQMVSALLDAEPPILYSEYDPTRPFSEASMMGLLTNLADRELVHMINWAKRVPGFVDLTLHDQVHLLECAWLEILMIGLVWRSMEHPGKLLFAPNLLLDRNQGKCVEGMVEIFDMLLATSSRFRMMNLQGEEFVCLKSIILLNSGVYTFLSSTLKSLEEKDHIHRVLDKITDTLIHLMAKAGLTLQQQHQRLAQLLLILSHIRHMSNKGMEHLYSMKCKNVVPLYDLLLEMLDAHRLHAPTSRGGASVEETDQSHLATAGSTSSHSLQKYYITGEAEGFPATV
Smad3 inh – Smad3 (human) transcription factor binding inhibition; P84022; TR-FRET Smad3/Dy647-FoxH1 peptide binding, europium anti-His; inhibition, % at 25 µM; 88,000 compounds, 0.29% hits;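 active means compounds that reduce the energy-transfer binding signal between the protein and its labelled peptide by more than half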;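 further: 0% = Smad3 plus labelled peptide maximal FRET and 100% = peptide-only background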
Target sequence (P84022 whole entry, looked up): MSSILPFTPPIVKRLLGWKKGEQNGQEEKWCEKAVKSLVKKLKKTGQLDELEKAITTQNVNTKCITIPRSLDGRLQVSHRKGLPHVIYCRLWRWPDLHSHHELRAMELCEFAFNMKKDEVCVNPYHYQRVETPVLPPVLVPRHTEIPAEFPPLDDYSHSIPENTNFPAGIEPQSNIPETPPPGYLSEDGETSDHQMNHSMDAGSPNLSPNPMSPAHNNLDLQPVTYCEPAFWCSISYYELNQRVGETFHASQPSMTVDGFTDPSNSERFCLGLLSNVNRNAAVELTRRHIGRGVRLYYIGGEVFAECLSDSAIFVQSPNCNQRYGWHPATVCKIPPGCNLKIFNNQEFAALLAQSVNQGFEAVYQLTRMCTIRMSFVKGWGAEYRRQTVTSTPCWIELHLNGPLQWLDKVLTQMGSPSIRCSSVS
sEH activator – activators of human soluble epoxide hydrolase | P34913 | purified human sEH enzymatic activity, activator screen | activation, % at 2 µM | 91,000 compounds, 0.04% hits; in the data active means activation above about 37%; further: values of inactives mirror those of a sister screen read the other way
ERa SRC1 inh – blocks coactivator binding to human estrogen receptor alpha. 86,000 compounds, 1.7% hits. inhibition, % at 25.6 µM. TR-FRET ER-alpha LBD / SRC-1 peptide, estradiol-bound. AID 629; in the data active means inhibition above about 50%;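 further: 0% = receptor plus peptide control and 100% = peptide only without receptor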
The depositor's hits bear a star; / = not tested or not shown; & = joins results of further samples; [ ] = another dose, or the depositor's remark. These rows are one share of the data; the hit share may differ from the screen's.

SMILES | Calb biofilm kill | ERb coact inh | Fibroblast inh | HUVEC inhibit | H69AR growth 86K | ERa SRC1 pot | Smad3 inh | sEH activator | ERa SRC1 inh
COCCOc1ccc(C(F)(F)F)cc1NC(=O)COC(=O)c1c(C)noc1C | 8 | -10 | 92 | 90 | 60 | 116 | -2 | -3 | -7
Cc1cccc(N2CCN(Cc3oc(CO)cc(=O)c3O)CC2)c1C | 4 | -11 | 103 | 111 | 85 | 103 | 17 | -6 | 0
COCCn1c(SCC(=O)Nc2sc(C)c(C)c2C#N)nnc1-c1ccc(OC)cc1 | -3 | -6 | 101 | 99 | 73 | 125 | -8 | 0 | -5
Cc1ccc(NS(=O)(=O)c2ccc(CCC(=O)NCCO)cc2)cc1 | 4 | -3[fluorescence artefact?] | 102 | 98 | 97 | 108 | 7 | 18 | 0[fluorescence artefact?]
COc1ccc(/C=C\C(=O)CC(O)(c2ccccc2)C(F)(F)F)cc1 (stereo not drawn) | 6 | 2 | 88 | 87 | 1.2* | 73 | -2 | 5 | 8[fluorescence artefact?]
CC1CN(c2nc3c(c(=O)[nH]c(=O)n3C)n2Cc2ccccc2F)CC(C)O1 (stereo not drawn) | 4 | 0 | 95 | 95 | 83 | 95 | 8 | / | 1
O=C(NCC(=O)N(c1ccccc1F)C(C(=O)NCC1CCCO1)c1ccccc1)c1ccco1 (stereo not drawn) | 0 | -1 | 108 | 104 | 93 | 108[fluorescence artefact?] | -8 | -10 | -3
Cc1ccc(-c2nc(C#N)c(NCc3cccc4c3OCO4)o2)cc1 | 0 | -20 | 96 | 90 | 95 | 105[fluorescence artefact?] | 15 | -3 | -1
COc1ccc(C(=O)c2c[nH]c3ccccc23)cc1 | 2 | -11 | 99 | 89 | 96 | 95 | -7 | 1 | -6
CC(=O)c1cc(OC(=O)N2CCOCC2)ccc1OC(=O)N1CCOCC1 | 2 | -2 | 100 | 103 | / | 119 | 3 | 6 | -2
CC(=O)Nc1ccc(S(=O)(=O)N2CCN(CCC#N)CC2)cc1 | -2 | -8 | 91 | 87 | 99 | 105[fluorescence artefact?] | 6 | / | -4
CC(C)c1cc(Nc2cccc(O)c2)cc(C(C)C)c1O | 3 | 2 | 87 | 77 | 87 | 88[fluorescence artefact?] | 15 | -6 | -4
O=C(O)Cn1nc(-c2ccccc2)oc1=O | 3 | -4 | 99 | 91 | 92 | 113 | -1 | -4 | -9
COc1cccc(N(CC(=O)NCCSc2ccccc2)S(C)(=O)=O)c1 | 8 | 27[fluorescence artefact?] | 88 | 71 | 92 | 99 | 0 | -2 | 17
CCOC(=O)c1c(CN2CCOCC2)n(C)c2cc(Br)c(O)c(CN(C)C)c12 | -1&5 | 31&-4 | 100&100 | 103&105 | 77&99 | 93&99 | -1&-4 | 8&27 | -9&-4
CC1SCCN1S(=O)(=O)c1ccc2ccccc2c1 (stereo not drawn) | 3 | -5 | 101 | 96 | 103 | 108 | -6 | 12 | -6
O=C(CS(=O)(=O)c1cn(Cc2ccc(F)cc2)c2ccccc12)N1CCCCC1 | 3 | -4[fluorescence artefact?] | 94 | 72 | 86 | 95 | -15 | 8 | 3
Cc1noc(C)c1C(=O)Nc1nnc(-c2ccccc2)s1 | -1 | -5 | 106 | 98 | 94 | 95[fluorescence artefact?] | 5 | 8 | 5[fluorescence artefact?]
O=C(c1ccc(S(=O)(=O)N2CCOCC2)cc1)N1CCN(c2ccccc2F)CC1 | 8 | -4 | 103 | 98 | 90 | 98 | 0 | 5 | 6
COc1ccc(C2C(=O)N(CCc3ccccc3)CC(=O)N2C2CCCC2)cc1 (stereo not drawn) | 0 | -13 | 87 | 89 | 35* | 113 | -4 | -12 | -23
CCCC(C(=O)NCC1CCCO1)N(Cc1ccco1)C(=O)CNS(=O)(=O)c1ccc(F)cc1 (stereo not drawn) | 5 | 0 | 95 | 93 | 95 | 121 | 8 | 0 | 1
COc1cccc(Cn2c(NCc3cccnc3)nc3c2c(=O)n(C)c(=O)n3C)c1 | -6 | -13 | 57 | 34 | 97 | 96 | -14 | -4 | -7
O=C(Cn1c(C(=O)N2CCN(C3CCCCC3)CC2)cc2sccc21)c1ccccc1 | 4 | 6 | 92 | 100 | 69 | 102 | -9 | -3 | -1
O=C(Nc1ccon1)c1cnc2sccn2c1=O | -2 | 23 | 95 | 89 | 83 | 67 | -9 | / | 21
Cc1noc(C)c1S(=O)(=O)N1CCC(Cc2ccccc2)CC1 | 4 | -30 | 94 | 89 | 91 | 108 | 5 | / | -19
O=C(CC(NCCc1ccccc1)C(=O)O)Nc1ccc(O)cc1 (stereo not drawn) | 3 | -1 | 103 | 108 | 101 | 103[fluorescence artefact?] | 2 | -3 | -4
OC(COCC1COc2ccccc2O1)CN1CCc2ccccc2C1 (stereo not drawn) | -1 | -11 | 91 | 89 | 90 | 104 | -4 | 7 | -20
COc1cccc(C(=O)OC2CCCN(C)C2)c1 (stereo not drawn) | -1 | 4 | 97 | 99 | 96 | 96 | 4 | -2 | -2
O=C(NCCc1ccccc1)c1nc2ncccn2n1 | 3 | -10 | 102 | 88 | 107 | 97 | 1 | 3 | -11
COC(=O)c1cccc(NC(=O)CN2CCOCC2)c1 | 1 | -3 | 98 | 100 | 93 | 99 | -15 | -3 | -4
CN1CCN(c2nc(-c3ccccc3)cc(C(F)(F)F)n2)CC1 | 0 | 19 | 86 | 88 | 49 | 93 | -8 | 4 | 16
CCOC(=O)Nc1ccc2c(c1)ncn2C1CCCCC1 | -3 | 17 | 110 | 104 | 59 | 110 | 3 | 5 | 9
COc1ccccc1C1CC(c2ccc(C)cc2)Nc2ncnn21 (stereo not drawn) | 5 | -1 | 99 | 99 | 97 | 96 | 2 | 13 | 14
Cc1ccc(S(=O)(=O)NCc2nnc(SCC(=O)Nc3cccc(C)c3C)n2C)cc1 | -3 | -3 | 107 | 104 | 106 | 118 | 5 | -9 | -3
Cc1ccc(NC(=O)C2CCCN(S(=O)(=O)c3c(C)noc3/C=C/N(C)C)C2)cc1F (stereo not drawn) | 11 | -7 | 92 | 76 | 96 | 120 | 5 | / | -2
O=C(NC(=O)c1ccc(Cl)c(Cl)c1)OC1CCS(=O)(=O)C1 (stereo not drawn) | -1 | 14 | 107 | 100 | 107 | 127 | 2 | / | 13
O=C(NCc1cccnc1)C1CCCN(S(=O)(=O)c2cccc3nsnc23)C1 (stereo not drawn) | 3 | / | 99 | 96 | 86 | / | / | / | /
Cc1ccnc(SCC(=O)N2CCN(c3ccccc3)CC2)n1 | 8 | -15 | 91 | 96 | 80 | 106 | 1[fluorescence artefact?] | -7 | -12
CCc1ccc(NC(=O)CNC(=O)c2cn(-c3ccccc3OC)c(=O)c3ccccc23)cc1 | 4 | 6 | 102 | 95 | 97 | 94 | 23 | 0 | 1
O=C(N/N=C1\CCCc2ccccc21)c1cccc([N+](=O)[O-])c1 | / | 2 | / | / | / | 109[fluorescence artefact?] | 5 | -68 | 10[fluorescence artefact?]
Cc1ccc(-c2nnc(COc3cccc(-n4cnnn4)c3)o2)cc1 | 6 | -6[fluorescence artefact?] | 97 | 58 | 60 | 102 | -2 | 8 | -39[fluorescence artefact?]
CCc1c(C)nc2ncnn2c1Nc1ccc(C#N)c(Cl)c1 | 10 | 15[fluorescence artefact?] | 98 | 103 | 88 | 83 | -3 | -6 | 4
CCOC(=O)C1=C(C)N=C2SC(CC)C(=O)N2C1c1cccc(F)c1 (stereo not drawn) | -5 | 1 | 102 | 106 | 103 | 112 | -8 | -12 | 8
CCOCC(=O)Nc1nc2ccccc2s1 | -1 | -18 | 94 | 89 | 92 | 99 | -1 | 0 | -13
O=S(=O)(NC1=NCCCCC1)c1cccs1 | 9 | 20[fluorescence artefact?] | 92 | 88 | 84 | 107 | 2 | 21 | 9

Only Smad3 inh, sEH activator and ERa SRC1 inh, for some of the entries so far:
SMILES,Smad3 inh,sEH activator,ERa SRC1 inh
CCc1ccc(NC(=O)CNC(=O)c2cn(-c3ccccc3OC)c(=O)c3ccccc23)cc1,23,0,1
O=C(N/N=C1\CCCc2ccccc21)c1cccc([N+](=O)[O-])c1,5,-68,10[fluorescence artefact?]
Cc1ccc(-c2nnc(COc3cccc(-n4cnnn4)c3)o2)cc1,-2,8,-39[fluorescence artefact?]
CCc1c(C)nc2ncnn2c1Nc1ccc(C#N)c(Cl)c1,-3,-6,4

The listing continues.
SMILES | Calb biofilm kill | ERb coact inh | Fibroblast inh | HUVEC inhibit | H69AR growth 86K | ERa SRC1 pot | Smad3 inh | sEH activator | ERa SRC1 inh
CCOC(=O)c1c(C)[nH]c(C)c1C(=O)CN1C(=O)NC2(CCC(C)CC2)C1=O (stereo not drawn) | 6 | 2[fluorescence artefact?] | 95 | 98 | 91 | 98 | 6 | 14 | 1[fluorescence artefact?]
CN1CCN(C(=O)c2cc3c(n(-c4ccccc4)c2=O)CC(C)(C)CC3=O)CC1 | 1 | -1[fluorescence artefact?] | 101 | 103 | 100 | 120 | 10 | 3 | 5
C=C1C(C(=O)N2CCOCC2)C1C(=O)N1CCOCC1 (stereo not drawn) | 3 | -7 | 95 | 101 | 93 | 128 | -10 | 17 | -8
O=c1c2ccccc2nc(CSc2nnnn2-c2ccccc2)n1-c1cccc(C(F)(F)F)c1 | 4 | -3 | 91 | 79 | 49 | 120[fluorescence artefact?] | 12 | 6 | -7
Cc1nn(-c2nc3ccccc3[nH]2)c(N)c1-c1ccccc1 | 7 | 6 | 69 | 80 | 20* | 114 | 0 | 0 | 7
Nc1nonc1-c1nc2ccccc2n1Cc1ccc(Cl)cc1 | 9 | 3 | 69 | 58 | 67 | 126[fluorescence artefact?] | -12 | / | 13
COC(=O)c1ccccc1NC(=O)N1c2ccccc2CC1C (stereo not drawn) | 7 | 3 | 94 | 90 | 65 | 127 | 0 | -1 | 4[fluorescence artefact?]
CN(C)C(=O)CN1C(=O)C2CCCCN2C(=O)c2ccccc21 (stereo not drawn) | -1 | -5 | 98 | 91 | / | 120 | -1 | -2 | -10
CC1C(C#N)=C(N)OC2=C1C(=O)CC(C)(C)C2 (stereo not drawn) | 1 | 7[fluorescence artefact?] | 93 | 96 | 90 | 106 | -11 | -1 | -3
CCOC(=O)c1ccc(N2C(=O)c3n[nH]c(C)c3C2c2ccccc2)cc1 (stereo not drawn) | 7 | -4 | 98 | 96 | 96 | 43 | 1 | -10 | -5
COc1cccc(C(=O)N(C)c2nnc(-c3ccncc3)s2)c1 | 7 | -1 | 104 | 113 | 94 | 109 | 4 | -10 | -7
CCOC(=O)N1CCN(C(=O)c2oc3ccc(S(=O)(=O)N4CCCCCC4)cc3c2C)CC1 | 10 | -2[fluorescence artefact?] | 99 | 95 | 67 | 101 | -2 | 32 | 8
CCN(CC)CCCNC(=O)c1cc2c(=O)n(C)c3ccccc3c2n1C | -2 | -9[fluorescence artefact?] | 84 | 90 | 80 | 134 | 0 | / | 1
Cn1nc(-c2ccc(Cl)cc2)nc2c(=O)n(C)c(=O)nc1-2 | 12 | -12 | 32* | 3.6* | 0.7* | 104[fluorescence artefact?] | 80* | 7 | -19[fluorescence artefact?]
COc1ccc(C2=CC(=O)OC3(CCCC3)O2)cc1 | 3 | -14 | 101 | 108 | 79 | 105 | 3 | 6 | -5
